BioA inh: M. tuberculosis BioA enzyme inhibitors, primary screen, biochemical, plate reader, single point, HTS; purified M. tuberculosis BioA enzyme; inhibition, % at 9.99 µM; 0.096% of 360,000 active; 7,8-diaminopelargonic acid synthase BioA (Mycobacterium tuberculosis); in the data active = inhibition above about 40%
An asterisk follows results filed as active. Not all compounds are listed; count on the stated rates, not on these rows.

SMILES	BioA inh
CCC(=O)N1[C@@H](CO)[C@H](c2ccccc2)[C@@H]1CN(C(C)C)S(C)(=O)=O	3.7
C[C@@H]1CCCCO[C@H](CN(C)C(=O)Nc2ccc(F)cc2)[C@H](C)CN([C@@H](C)CO)C(=O)c2cc(NC(=O)Cc3ccccc3)ccc2O1	-2.7
CNC[C@H]1Oc2ccc(NC(=O)Nc3ccc(OC)cc3)cc2CC(=O)N([C@@H](C)CO)C[C@H]1C	-1.0
C[C@H](CO)N1C[C@H](C)[C@@H](CN(C)C(=O)NC2CCCCC2)Oc2ccc(NC(=O)Nc3ccc(F)cc3)cc2C1=O	0.2
C[C@@H]1CN([C@H](C)CO)C(=O)c2cc(-c3ccccc3)cnc2O[C@H]1CN(C)C(=O)Cc1cccnc1	5.5
O=C(N[C@@H]1CC[C@H](CCn2cc(-c3cccnc3)nn2)O[C@@H]1CO)c1ccccc1F	60.0*
CN1CCN(C(=O)C[C@@H]2CC[C@@H]3[C@H](COc4ccc(NC(=O)C5CCCCC5)cc4C(=O)N3C)O2)CC1	-7.8
C[C@@H](NC(=O)C[C@H]1CC[C@@H](NC(=O)Nc2ccc3c(c2)OCO3)[C@H](CO)O1)c1ccccc1	2.1
CCCc1cn(CC[C@@H]2CC[C@@H](NC(=O)C3CCOCC3)[C@@H](CO)O2)nn1	-3.2
O=C(C[C@H]1CC[C@H](NC(=O)C2CC2)[C@H](CO)O1)NCc1ccccc1Cl	1.1
O=C(NCC[C@@H]1CC[C@@H](NC(=O)c2cccnc2)[C@H](CO)O1)Nc1ccc(C(F)(F)F)cc1	10.7
N#C[C@H]1[C@H](c2ccc(C3=CCCCC3)cc2)[C@@H](CO)N1C(=O)c1ccccn1	-0.4
COCC#Cc1cnc2c(c1)C(=O)N([C@@H](C)CO)C[C@H](C)[C@H](CN(C)C(=O)c1ccc(F)cc1)O2	-1.2
C[C@@H]1CCCCO[C@@H](CN(C)C(=O)NC2CCCCC2)[C@H](C)CN([C@H](C)CO)C(=O)c2cc(NC(=O)CCCN(C)C)ccc2O1	-7.8
COCC(=O)Nc1ccc2c(c1)C(=O)N(C)[C@H]1CC[C@@H](CC(=O)NCc3cccc(F)c3)O[C@@H]1CO2	-2.7
C[C@@H](NC(=O)C[C@H]1CC[C@@H](NC(=O)C2CCOCC2)[C@H](CO)O1)c1ccccc1	-1.0
CCC(=O)N1[C@@H]2c3cccc(=O)n3C[C@@H]2[C@@H](CO)[C@@H]1C(=O)NCc1ccc(F)cc1	-0.9
Cc1noc(C)c1S(=O)(=O)Nc1ccc2c(c1)C(=O)N([C@H](C)CO)C[C@@H](C)[C@H](CN(C)Cc1ccc(C(F)(F)F)cc1)OCCCC[C@H](C)O2	2.0
Cc1cccc(-c2ccc([C@H]3[C@H](CO)N4CCCCN(S(=O)(=O)c5cccc(C)c5)C[C@@H]34)cc2)c1	-3.4
COc1cccc(S(=O)(=O)N2CC[C@@H]3[C@H](CO)Nc4ccc(C5=CCCCC5)cc4[C@@H]32)c1	6.7
O=S(=O)(c1ccccc1F)N1CCCCN2[C@H](C1)[C@H](c1ccc(-c3cccnc3)cc1)[C@@H]2CO	-0.8
CCCN1C[C@@H](C)[C@@H](OC)CN(C)C(=O)c2ccc(NC(=O)C3CCC3)cc2OC[C@H]1C	0.5
CC(C)CC#Cc1ccc2c(c1)O[C@H](CN(C)Cc1cncnc1)[C@@H](C)CN([C@H](C)CO)S2(=O)=O	5.7
C[C@H](CO)N1C[C@H](C)[C@@H](CN(C)C(=O)Nc2cccc3ccccc23)Oc2ccc(NC(=O)CCN3CCOCC3)cc2C1=O	-1.1
CNC(=O)C[C@@H]1CC[C@H]2[C@@H](COC[C@H](O)CN2S(=O)(=O)c2ccc(Oc3ccccc3)cc2)O1	3.7
C[C@@H]1CN([C@@H](C)CO)C(=O)c2cc(NC(=O)Nc3ccc(C(F)(F)F)cc3)ccc2O[C@@H](C)CCCCO[C@@H]1CN(C)Cc1ccccc1	-1.6
O=C(O)C[C@H]1C=C[C@@H](NC(=O)Nc2cc(F)ccc2F)[C@H](CO)O1	-0.4
COc1ccc(C#Cc2ccc3c(c2)[C@]2(C(=O)N3)[C@H](c3ccc(O)cc3)N3[C@H](c4ccccc4)[C@H](c4ccccc4)OC(=O)[C@H]3[C@@H]2C(=O)N2CCCCCCC2)cc1	-2.2
CN(C)C(=O)c1ccc(-c2cccc(-c3nc(C(=O)NC4CCC4)cc4c3[C@H](CCO)N([S@@](=O)C(C)(C)C)C4)c2)cc1	1.9
C[C@@H]1CN([C@@H](C)CO)S(=O)(=O)c2ccc(C#CC3CCCC3)cc2O[C@@H]1CN(C)S(C)(=O)=O	2.3
C[C@H]1CN([C@@H](C)CO)C(=O)c2cccc(NC(=O)NC3CCCCC3)c2O[C@@H]1CN(C)S(=O)(=O)c1cn(C)cn1	-0.1
C[C@@H]1CCCCO[C@@H](CN(C)Cc2ccc(C(=O)O)cc2)[C@@H](C)CN([C@H](C)CO)C(=O)c2cc(NS(=O)(=O)c3ccc(F)cc3)ccc2O1	-0.1
C[C@H](CO)N1C[C@H](C)[C@H](CN(C)C(=O)Nc2ccc(C(F)(F)F)cc2)Oc2ccc(NC(=O)Nc3ccccc3)cc2C1=O	-10.4
CN1C(=O)c2cc(NC(=O)Nc3ccc(Cl)cc3)ccc2OC[C@@H]2O[C@@H](CC(=O)NCCN3CCCCC3)CC[C@H]21	2.8
CO[C@@H]1CN(C)C(=O)c2cc(NS(C)(=O)=O)ccc2OC[C@H](C)N(C(=O)NC(C)C)C[C@H]1C	-1.0
COc1ccccc1NC(=O)N[C@H]1C=C[C@H](CC(=O)NCc2ccc(Cl)c(Cl)c2)O[C@H]1CO	1.9
COc1cccc(S(=O)(=O)N[C@@H]2CC[C@@H](CCn3cc(-c4ccc(F)cc4)nn3)O[C@H]2CO)c1	2.0
COCC(=O)Nc1ccc2c(c1)C(=O)N(C)C[C@H](OC)[C@@H](C)CN(Cc1cncnc1)[C@@H](C)CO2	-1.0
CNC[C@H]1Oc2ccc(N)cc2C(=O)N([C@@H](C)CO)C[C@@H]1C	-4.0
C[C@@H]1CN([C@@H](C)CO)C(=O)c2cccc(NC(=O)Nc3cccc4ccccc34)c2O[C@H]1CN(C)S(C)(=O)=O	2.5
C[C@@H]1CCCCO[C@@H](CN(C)Cc2ccccc2)[C@H](C)CN([C@H](C)CO)C(=O)c2cc(NC(=O)Nc3ccc(F)cc3)ccc2O1	-2.0
CCCNC(=O)C[C@@H]1CC[C@@H]2[C@@H](COc3ccc(NC(=O)C4CCCC4)cc3C(=O)N2C)O1	-1.7
O=C(C[C@H]1CC[C@@H]2[C@H](COC[C@@H](O)CN2C(=O)c2ccncc2)O1)NC1CCC1	-1.1
CC(=O)N1[C@@H]2c3ccc(-c4cccnc4)c(=O)n3C[C@H]1[C@H](CO)[C@H]2C(=O)N1CCc2ccccc2C1	0.2
C[C@@H]1CCCCO[C@H](CN(C)C(=O)Nc2ccccc2)[C@@H](C)CN([C@H](C)CO)C(=O)c2cc(NC(=O)Nc3ccc(F)cc3)ccc2O1	-3.1
C[C@@H]1CN([C@H](C)CO)C(=O)c2cc(NC(=O)C3CC3)ccc2O[C@H]1CN(C)C	-2.2
Cc1noc(C)c1S(=O)(=O)Nc1ccc2c(c1)C(=O)N([C@@H](C)CO)C[C@@H](C)[C@H](CN(C)Cc1ccc(C(F)(F)F)cc1)OCCCC[C@@H](C)O2	3.0
COc1ccc(NC(=O)C[C@H]2CC[C@H]3[C@@H](COc4ccc(NC(=O)C5CC5)cc4C(=O)N3C)O2)cc1	4.3
CCCC#Cc1ccc2c(c1)O[C@H](CN(C)S(=O)(=O)c1cccc(F)c1)[C@H](C)CN([C@@H](C)CO)S2(=O)=O	1.1
C[C@@H]1CN([C@@H](C)CO)C(=O)c2ccccc2-c2ccccc2CO[C@H]1CN(C)C(=O)c1ccncc1	0.8
CC(=O)N(C)C[C@@H]1Oc2ncc(C#Cc3ccccc3)cc2C(=O)N([C@H](C)CO)C[C@H]1C	-0.1
CC(=O)N(C)C[C@@H]1Oc2cc(-c3cncnc3)ccc2S(=O)(=O)N([C@H](C)CO)C[C@@H]1C	-1.2
C[C@@H]1CN([C@H](C)CO)C(=O)Cc2cc(NS(=O)(=O)c3cn(C)cn3)ccc2O[C@@H]1CN(C)S(C)(=O)=O	-0.3
C[C@@H]1CN([C@H](C)CO)C(=O)c2cc(C#Cc3cccc(F)c3)cnc2O[C@H]1CN(C)C(=O)C1CCCCC1	3.7
C[C@@H]1CN([C@H](C)CO)C(=O)c2cc(NS(=O)(=O)c3ccc(F)cc3)ccc2O[C@H]1CN(C)Cc1ccncc1	3.2
C[C@@H]1CCCCO[C@@H](CN(C)C(=O)CCCN(C)C)[C@H](C)CN([C@@H](C)CO)C(=O)c2cc(NC(=O)Cc3ccccc3)ccc2O1	1.0
CNC[C@H]1OCCCC[C@@H](C)Oc2ccc(NC(=O)Nc3ccccc3)cc2C(=O)N([C@H](C)CO)C[C@@H]1C	-0.3
CCCC(=O)Nc1ccc2c(c1)C(=O)N(C)[C@H]1CC[C@H](CC(=O)Nc3ccc(F)cc3)O[C@@H]1CO2	1.0
CO[C@H]1CN(C)C(=O)c2cc(NC(=O)Cc3ccccc3)ccc2OC[C@@H](C)NC[C@@H]1C	-1.3
COc1ccc(CN(C)C[C@H]2Oc3c(NC(=O)Nc4ccc(F)cc4)cccc3C(=O)N([C@H](C)CO)C[C@H]2C)cc1	-1.4
The listing continues.
SMILES	BioA inh
Cc1ccc(S(=O)(=O)N(C)C[C@@H]2Oc3ccc(NC(=O)NC(C)C)cc3CC(=O)N([C@@H](C)CO)C[C@@H]2C)cc1	-1.0
C[C@@H]1CN([C@@H](C)CO)C(=O)c2cccc(NC(=O)c3ccncc3)c2O[C@@H]1CN(C)Cc1ccc(Oc2ccccc2)cc1	-2.3
CCCNC(=O)C[C@H]1CC[C@H]2[C@@H](COc3ccc(NC(=O)Nc4ccccc4F)cc3C(=O)N2C)O1	10.3
Cc1noc(C)c1S(=O)(=O)N(C)C[C@H]1Oc2ccc(NS(=O)(=O)c3ccc(Cl)cc3)cc2C(=O)N([C@@H](C)CO)C[C@H]1C	-1.1
O=C(Nc1cccc(Cl)c1)N[C@@H]1CC[C@@H](CCNC(=O)C2CC2)O[C@H]1CO	-0.2
C[C@@H]1CN([C@@H](C)CO)C(=O)c2cc(NC(=O)Cc3cn(C)c4ccccc34)ccc2O[C@@H]1CN(C)CC1CCCCC1	0.8
COc1ccc(CN(C)C[C@@H]2Oc3c(NC(=O)Nc4ccc(F)cc4)cccc3C(=O)N([C@@H](C)CO)C[C@@H]2C)cc1	0.3
COC(=O)[C@H]1[C@H](CO)[C@H]2Cn3c(cccc3=O)[C@H]2N1C(=O)C1CCCCC1	-1.2
O=C(NCC[C@@H]1CC[C@H](NC(=O)c2cccnc2)[C@@H](CO)O1)Nc1ccc(Cl)cc1	1.6
C[C@H](CO)N1C[C@H](C)[C@H](CN(C)C(=O)Nc2ccc(F)cc2)Oc2ncc(C#CCC3CCCC3)cc2C1=O	2.7
COc1ccccc1CNC(=O)C[C@H]1CC[C@H](NC(C)=O)[C@@H](CO)O1	0.6
CC(C)NC(=O)N(C)C[C@H]1OCCCC[C@H](C)Oc2ccc(NS(=O)(=O)c3ccc(Cl)cc3)cc2C(=O)N([C@@H](C)CO)C[C@@H]1C	2.0

Reformatted as a markdown table: part of the list above
| canonical_smiles | BioA inh |
| --- | --- |
| C[C@@H]1CN([C@@H](C)CO)C(=O)c2cccc(NC(=O)c3ccncc3)c2O[C@@H]1CN(C)Cc1ccc(Oc2ccccc2)cc1 | -2.3 |
| CCCNC(=O)C[C@H]1CC[C@H]2[C@@H](COc3ccc(NC(=O)Nc4ccccc4F)cc3C(=O)N2C)O1 | 10.3 |
| Cc1noc(C)c1S(=O)(=O)N(C)C[C@H]1Oc2ccc(NS(=O)(=O)c3ccc(Cl)cc3)cc2C(=O)N([C@@H](C)CO)C[C@H]1C | -1.1 |
| O=C(Nc1cccc(Cl)c1)N[C@@H]1CC[C@@H](CCNC(=O)C2CC2)O[C@H]1CO | -0.2 |
| C[C@@H]1CN([C@@H](C)CO)C(=O)c2cc(NC(=O)Cc3cn(C)c4ccccc34)ccc2O[C@@H]1CN(C)CC1CCCCC1 | 0.8 |
| COc1ccc(CN(C)C[C@@H]2Oc3c(NC(=O)Nc4ccc(F)cc4)cccc3C(=O)N([C@@H](C)CO)C[C@@H]2C)cc1 | 0.3 |
| COC(=O)[C@H]1[C@H](CO)[C@H]2Cn3c(cccc3=O)[C@H]2N1C(=O)C1CCCCC1 | -1.2 |
| O=C(NCC[C@@H]1CC[C@H](NC(=O)c2cccnc2)[C@@H](CO)O1)Nc1ccc(Cl)cc1 | 1.6 |
| C[C@H](CO)N1C[C@H](C)[C@H](CN(C)C(=O)Nc2ccc(F)cc2)Oc2ncc(C#CCC3CCCC3)cc2C1=O | 2.7 |
| COc1ccccc1CNC(=O)C[C@H]1CC[C@H](NC(C)=O)[C@@H](CO)O1 | 0.6 |
| CC(C)NC(=O)N(C)C[C@H]1OCCCC[C@H](C)Oc2ccc(NS(=O)(=O)c3ccc(Cl)cc3)cc2C(=O)N([C@@H](C)CO)C[C@@H]1C | 2.0 |

Further compounds:
SMILES	BioA inh
CO[C@@H]1CN(C)C(=O)c2ccc(NC(=O)C3CCCC3)cc2OC[C@H](C)N(CC2CC2)C[C@@H]1C	0.8
C[C@H](NC(=O)C[C@H]1C[C@H]2c3cc(NC(=O)CN(C)C)ccc3O[C@H]2[C@H](CO)O1)c1ccccc1	-0.3
Cc1ccc(S(=O)(=O)N(C)C[C@@H]2Oc3c(NC(=O)C4CC4)cccc3C(=O)N([C@H](C)CO)C[C@H]2C)cc1	-0.5
C[C@H](CO)N1C[C@H](C)[C@@H](CN(C)S(=O)(=O)c2cn(C)cn2)OCCCC[C@H](C)Oc2ccc(NS(=O)(=O)c3ccc(Cl)cc3)cc2C1=O	-2.5
O=C(Nc1ccc(F)cc1)N1C[C@@H]2[C@H](c3ccccc31)[C@@H](CO)N2C(=O)c1cccnc1	-2.8
C/C=C/c1cnc2c(c1)C(=O)N([C@H](C)CO)C[C@@H](C)[C@@H](CN(C)C(=O)Nc1c(C)noc1C)O2	-0.6
C[C@@H]1CN([C@H](C)CO)C(=O)Cc2cc(NS(=O)(=O)c3ccccc3)ccc2O[C@@H]1CN(C)Cc1ccc(-c2ccccc2)cc1	-3.1
COc1ccc(NC(=O)Nc2ccc3c(c2)C(=O)N([C@H](C)CO)C[C@@H](C)[C@@H](CN(C)Cc2ccc(Cl)c(Cl)c2)OCCCC[C@H](C)O3)cc1	-2.7

Compound activity as filed in PubChem.
